BLM inh: Bloom syndrome helicase (human) inhibition; P54132; recombinant BLM DNA unwinding, fluorescence dequenching; Potency, µM (top dose mostly 56.1 µM), without a hit: top-dose activity change, negative = inhibition, actives largely listed as inhibitors; 350,000 compounds, 0.2% hits;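 further: potency means the concentration at half of the fitted maximal effect; plate controls were vehicle for no effect and no enzyme for full effect; nearly all actives have a fitted effect of over 35% in size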
GRP78 ERSR act: inducers of ER stress response in human glioma cells; 420,000 compounds, 0.02% hits; Potency, µM, for the others: at the top dose activation, most hits filed as activators; U87-MG GRP78 promoter luciferase reporter, 16 h; further: potency means the concentration at half of the fitted maximal effect; series mostly up to about 76 µM; % of control where 0% means no effect; nearly all actives have a fitted effect of over 35% in size
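Stably transfected U87-MG human glioma cells carrying a GRP78-based luminescent sensor were seeded at 1000 cells/well, pin-dosed with compounds and incubated 16 h. Luciferase reagent was then added, and end-point luminescence was read after 10 min at room temperature.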
LDHA inh: inhibitors of human lactate dehydrogenase A | P00338 | purified LDHA, NADH/diaphorase-resazurin fluorescence; hits give low values | activity change, % (values are at about 110 or 230 µM) | 480,000 compounds, 0.15% hits | AID 1347041; in the data active means activity change below about -30%; inconclusive means mostly about -25% to -30%;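 further: plate controls were DMSO wells for no effect and wells without enzyme for full effect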
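Human LDH5 at 2 nM final in Tris HCl pH 7.4 with 0.06 mM NADH and 0.2 mM pyruvate, reacted 5 minutes at room temperature. Remaining NADH coupled via diaphorase/resazurin; resorufin fluorescence read at 0 and 20 minutes, normalized to enzyme-free and DMSO wells.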
Pol eta inh: inhibitors of human DNA polymerase eta; recombinant Pol eta, fluorescent DNA replication assay; AID 588591; 390,000 compounds, 1.2% hits; Q9Y253; Potency, µM (top dose mostly 114 µM), inactives show at the highest dose activity change, negative = inhibition, actives largely listed as inhibitors; further: potency means the concentration at half of the fitted maximal effect; on the % scale 0 is the no-effect control and ±100 the full control effect
Target sequence (Q9Y253 whole entry, looked up): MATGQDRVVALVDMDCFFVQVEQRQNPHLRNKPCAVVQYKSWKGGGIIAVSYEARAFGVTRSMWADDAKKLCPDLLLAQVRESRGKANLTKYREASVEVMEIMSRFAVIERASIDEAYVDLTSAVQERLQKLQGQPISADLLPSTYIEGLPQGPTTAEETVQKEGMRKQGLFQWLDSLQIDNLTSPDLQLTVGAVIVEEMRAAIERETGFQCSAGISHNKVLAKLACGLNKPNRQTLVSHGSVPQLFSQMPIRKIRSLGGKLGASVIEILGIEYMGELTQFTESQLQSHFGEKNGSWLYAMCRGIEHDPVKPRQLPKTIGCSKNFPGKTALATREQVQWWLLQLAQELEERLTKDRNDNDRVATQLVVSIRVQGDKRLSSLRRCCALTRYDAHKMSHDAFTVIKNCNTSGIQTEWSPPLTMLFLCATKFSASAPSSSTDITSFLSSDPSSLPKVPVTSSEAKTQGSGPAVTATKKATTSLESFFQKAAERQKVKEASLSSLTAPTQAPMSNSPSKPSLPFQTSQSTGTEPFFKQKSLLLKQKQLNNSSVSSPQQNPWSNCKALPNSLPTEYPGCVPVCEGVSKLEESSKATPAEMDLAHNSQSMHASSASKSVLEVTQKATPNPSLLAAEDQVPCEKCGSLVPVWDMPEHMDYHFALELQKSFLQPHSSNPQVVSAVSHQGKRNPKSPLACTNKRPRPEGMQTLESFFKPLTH
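Fluorescent replication assay: 50 nM final substrate added after a 15 min room-temperature compound preincubation with 10 nM enzyme. Signal taken at 0 min and again at 10 min.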
POLB inh: blocks human DNA polymerase beta activity; P06746; Pol beta primer extension/strand displacement, fluorescence kinetic; Potency, µM (top dose mostly 114 µM), without a hit: top-dose activity change, negative = inhibition, most hits filed as inhibitors; 340,000 compounds, 1.3% hits; AID 485314; further: potency means the concentration at half of the fitted maximal effect; on the % scale 0 is the no-effect control and ±100 the full control effect
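Preincubation: enzyme (10 nM) with compound, 15 min, RT. Reaction: substrate added to 50 nM final. Reads: 0 and 10 min. Analysis: normalized, Hill fit.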
POLI inh: DNA polymerase iota (human) inhibition | Q9UNA4 | Pol iota fluorescent replication assay, 10 min | Potency, µM (series often up to 115 µM), inactives show at the top dose activity, negative = inhibition, usual class: inhibitors | 390,000 compounds, 1% hits | AID 588590; further: potency means the concentration at half of the fitted maximal effect
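Fluorescent replication assay read twice, at 0 min and 10 min after adding 50 nM (final) substrate. Enzyme (10 nM) and compounds were first incubated 15 min at room temperature; enzyme-free buffer wells were negative controls.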
APE1 inh: APE1 (human) endonuclease inhibition; Potency, µM (top dose mostly 65.8 µM), for inactives: top-dose activity change, negative = inhibition, usual class: inhibitors; P27695; 350,000 compounds, 0.35% hits; AID 2517; recombinant APE1, TAMRA/BHQ-2 abasic DNA cleavage fluorescence;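 further: potency means the concentration at half of the fitted maximal effect; plate controls were vehicle for no effect and reference inhibitor for full effect; nearly all actives have a fitted effect of over 55% in size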
Target sequence (P27695 whole entry, looked up): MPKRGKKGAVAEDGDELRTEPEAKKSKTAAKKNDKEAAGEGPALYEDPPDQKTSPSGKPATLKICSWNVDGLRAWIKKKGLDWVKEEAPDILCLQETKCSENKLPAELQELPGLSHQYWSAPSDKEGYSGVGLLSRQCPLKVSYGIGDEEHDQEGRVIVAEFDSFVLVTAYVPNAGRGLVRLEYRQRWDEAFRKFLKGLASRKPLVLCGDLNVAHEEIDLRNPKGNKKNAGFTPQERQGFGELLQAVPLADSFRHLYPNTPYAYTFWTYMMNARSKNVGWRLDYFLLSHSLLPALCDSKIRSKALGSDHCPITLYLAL
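APE1 at 0.75 nM final was preincubated with compound 15 min at room temperature, then 50 nM double-stranded THF abasic-site substrate (5'-TAMRA/3'-BHQ-2) was added. Fluorescence (ex 525/em 598 nm) was read kinetically; third-minus-first read gave activity.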
POLK inh: inhibitors of human DNA polymerase kappa; Q9UBT6; purified Pol kappa, fluorescent DNA synthesis assay, 10 min; Potency, µM (series often up to 107 µM), for inactives: top-dose activity, negative = inhibition, most hits filed as inhibitors; 400,000 compounds, 0.53% hits; AID 588579; further: potency means the concentration at half of the fitted maximal effect; on the % scale 0 is the no-effect control and ±100 the full control effect
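Activity was followed as the change in fluorescence between reads at 0 and 10 min after starting the reaction with 50 nM substrate. Beforehand, 10 nM polymerase had been preincubated with compound for 15 min at room temperature.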
Apoferritin bind: candidate novel general anesthetic via apoferritin binding | Potency, µM (highest dose often 77.5 µM), for inactives: at the top dose activity change, negative = displacement, hits mostly inhibitors | 350,000 compounds, 0.074% hits | apoferritin/1-aminoanthracene competitive binding, fluorescence | AID 485281; further: potency means the concentration at half of the fitted maximal effect; on the % scale 0 is the no-effect control and ±100 the full control effect; nearly all actives have a fitted effect of over 20% in size
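10 uM apoferritin + 50% sat. 1-AMA, PBS; cpd 10 min RT; Ex380/Em535 endpoint; normalized to free probe vs complex; 4-param Hill fit; propofol titration as pos. ctrl.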
An asterisk follows results filed as active; u = inconclusive; x = no result given; & = joins results of further samples; [ ] = remark or other dose. Unless noted, the call rests on the fitted dose curve; in most records, active means well fitted curve in the direction sought with a large enough effect; inconclusive means small, poorly fitted or top-dose-only effect, or another doubt; inactive means no such curve, though single readings can be large; an effect the other way counts as inactive or inconclusive. The list is partial, so the mix of outcomes need not match the whole.

SMILES | BLM inh | GRP78 ERSR act | LDHA inh | Pol eta inh | POLB inh | POLI inh | APE1 inh | POLK inh | Apoferritin bind
COc1ccc(-c2oc3ncn4nc(-c5cccc(C)c5)nc4c3c2-c2ccc(OC)cc2)cc1 | -0.5% | -3.0% | -5.5 | -0.8% | -9.5% | u | x | -19.5% | -9.5%
CN(CCCNC(=O)c1cccn2c(=O)c3ccccc3nc12)Cc1ccccc1 | 44.9%[activator] | -6.1% | -0.4 | -11.6% | 5.3% | -0.2% | -4.4% | -4.4% | -4.0%
COc1ccc(NC(=O)N2CCOc3ccc(Cl)cc32)cc1 | -17.6% | -4.9% | -3.3 | -7.1% | 10.3% | -12.9% | x | -13.2% | -16.5%
CC(C)=CNNC(=O)c1ccc(O)cc1 | x | 5.4% | -3.7 | x | x | 0.6% | x | -13.0% | x
CCc1ccccc1NC(=O)CN1C(=O)c2ccccc2S1(=O)=O | -5.4% | -2.2% | 0.3 | -16.6% | 14.4% | 19.6% | -18.7% | 2.5% | -1.8%
CCCn1c(N)c(C(=O)COC(=O)CCS(=O)(=O)c2ccc(C)cc2)c(=O)[nH]c1=O | 2.0% | -4.9% | -1.2 | -4.7% | 45.1% | 11.8% | -16.0% | -6.6% | -5.2%
CC(=O)OCC1=C(C(=O)O)N2C(=O)C(NC(=O)c3ccc(F)cc3)C2SC1 (centres undefined) | -9.8% | 0.9% | 0.8 | u | -13.4% | u | -3.3% | u | -5.5%
CN1CCN(CC(=O)Nc2ccc(Oc3ccccc3)cc2)CC1 | 0.7% | 0.1% | -3.9 | -2.5% | 10.8% | 1.2% | -0.1% | -7.7% | -17.0%
COC(=O)Cc1c(C)nc2nc(NCc3ccc(Cl)cc3)[nH]n2c1=O | 0.3% | -3.9% | -6.3 | 8.0% | -2.0% | 19.4% | -3.8% | -16.2% | 0.5%
COc1ccc(S(=O)(=O)NN(C)c2nc(C(F)(F)F)nc3ccccc23)cc1 | -3.0% | -5.3% | -0.4 | -16.1% | 0.0% | 53.0%[activator] | -5.9% | -6.3% | -1.6%
O=C1N[C@@H](Cc2cnc[nH]2)C(=O)N2CCC[C@@H]12 | -1.8% | -0.2% | 1.2 | 4.2% | 19.6% | -25.8% | 4.7% | -2.5% | -0.6%
O=C(NCc1ccco1)c1ccc2c(=O)n(-c3ccccc3)c(=O)n(Cc3cccc(F)c3)c2c1 | 5.5% | x | x | x | -10.7% | x | 1.3% | x | 0.9%
O=C(CSc1nnc(-c2ccc(Cl)cc2)o1)Nc1ccc(F)cc1 | 0.8% | -1.0% | 1.6 | -8.0% | -17.3% | 43.9%[activator] | x | 4.6% | 11.4%
O=C(CN1CCN(Cc2ccccc2Cl)C1=O)NCCCN1CCOCC1 | -1.6% | -1.4% | -5.9 | 0.3% | 2.8% | u | -0.4% | 1.9% | -1.5%
O=C(COC(=O)c1ccccc1)Nc1ncc([N+](=O)[O-])s1 | x | 3.6% | -6.3 | 0.794µM* | x | 2.24µM* | 3.36µM* | 22.4µM* | x
CN(Cc1cccs1)C(=O)COc1ccc(-c2nnco2)cc1 | -2.3% | -5.1% | -7.3 | -12.1% | 14.5% | 18.9% | 0.3% | -18.3% | -14.2%
O=C(CNS(=O)(=O)c1ccc2ccccc2c1)NCCc1ccccn1 | -0.9% | -0.2% | -4.5 | -7.5% | -0.9% | 165.4%[activator] | 0.2% | -10.5% | -8.6%
O=C(Cc1cc(=O)[nH][nH]1)N/N=C/c1ccccc1Cl | -4.1% | -2.2% | -2.8 | -4.3% | 17.1% | -9.6% | 3.6% | -19.6% | 1.0%
O=C(O)CCc1ccc(-c2cccs2)n1NC(=O)c1ccc(O)cc1 | -2.1% | -1.2% | -4.9 | 89.1µM* | u | u | -3.3% | u | -6.2%
Cc1c2c(nc3ccccc13)OCC2 | 1.1%&5.0% | -0.5% | -3.6 | -0.5% | -22.1% | 5.1% | u | -10.1% | -6.1%&-9.9%
O=S(=O)(Nc1cccc(S(=O)(=O)N2CCCC2)c1)c1ccccc1F | x | 3.1% | -6.3 | -6.5% | x | 8.7% | -0.1% | 0.7% | x
O=C(CCCN1CCN(c2ccccn2)CC1)c1ccc(F)cc1 | -9.4%&-9.7% | -3.2%&-5.6%&-6.0% | -4.1 | -0.1% | x | -26.7% | 1.8% | -11.9% | -0.1%[29.3 µM]
CCOc1ccc(N2CC(C(=O)NC3CCSC3=O)CC2=O)cc1 (centres undefined) | -1.0% | 1.3% | -13.8 | 3.7% | -19.5% | 9.9% | 52.3%[activator][12.4 µM] | -11.3% | -2.3%
N#CC(c1cccc(Cl)c1)c1ncc(C(F)(F)F)cc1Cl (centres undefined) | -3.3% | -3.7% | -5.8 | -8.0% | 29.2% | 3.2% | -1.9% | -16.2% | u
CCC(Oc1ccccc1)C(=O)Nc1ccc(OCc2cc(=O)n3ccccc3n2)cc1 (centres undefined) | -4.5% | -2.4% | -3.7 | -0.6% | 18.4% | u | x | -4.2%[60.1 µM] | -10.7%
CC(C)CNC(=O)C(=O)Nc1ccc(N(C)C)cc1 | 1.5% | 6.2% | -2.6 | -9.5% | 68.0% | 3.6% | 3.3% | 4.0% | 7.8%
CCOC(=O)[C@H]1[C@H]2COc3ccccc3[C@@H]2N2C(=O)c3ccccc3NC(=O)[C@@]12C | x | -4.1% | -2.0 | -2.7% | x | 0.6% | 7.5% | -0.7% | x
Cc1cccc(-c2nc3cc(NC(=O)c4ccc(OCC(C)C)cc4)ccc3o2)c1 | -2.4% | -4.8% | -5.4 | -13.8% | -1.2% | -6.5% | x | -17.5% | 5.0%
COc1ccc(S(=O)(=O)N(C)C[C@H]2Oc3ccc(NS(=O)(=O)c4cn(C)cn4)cc3C(=O)N([C@H](C)CO)C[C@@H]2C)cc1 | x | 2.4% | -3.6 | -3.3% | x | -5.7% | -7.8% | -3.9% | x
O=C(N/N=C(\c1ccccc1)c1cccnc1)c1ccc(O)cc1 | -1.7% | -1.3% | -1.8 | -2.3% | -15.9% | 34.5%[activator] | 26.5% | -22.0% | -7.3%

Structural class, the entries above with a CF3 group.
SMILES | BLM inh | GRP78 ERSR act | LDHA inh | Pol eta inh | POLB inh | POLI inh | APE1 inh | POLK inh | Apoferritin bind
COc1ccc(S(=O)(=O)NN(C)c2nc(C(F)(F)F)nc3ccccc23)cc1 | -3.0% | -5.3% | -0.4 | -16.1% | 0.0% | 53.0%[activator] | -5.9% | -6.3% | -1.6%
N#CC(c1cccc(Cl)c1)c1ncc(C(F)(F)F)cc1Cl (centres undefined) | -3.3% | -3.7% | -5.8 | -8.0% | 29.2% | 3.2% | -1.9% | -16.2% | u

Remaining list, next part.
SMILES | BLM inh | GRP78 ERSR act | LDHA inh | Pol eta inh | POLB inh | POLI inh | APE1 inh | POLK inh | Apoferritin bind
CCOc1ccc(S(=O)(=O)N2CCCCC2)cc1NC(=O)Cc1cccc(C(F)(F)F)c1 | x | -4.6% | -3.0 | -11.9% | x | 3.3% | 24.3% | -19.2% | x
Cc1nc(N2C(=O)c3oc4ccccc4c(=O)c3C2c2ccccc2F)sc1C (centres undefined) | 0.1% | -1.3% | -1.3 | 1.6% | 2.6% | 5.7% | x | -10.0% | -4.3%
Cn1cnnc1SCC(=O)c1ccc2c(c1)CCCC2 | -10.1% | 2.9% | 5.4 | 1.0% | 32.1% | 93.7%[activator] | 9.7% | -1.0% | u
CC1(C(=O)CSc2nc3ccccc3[nH]2)CCC(=O)O1 (centres undefined) | 1.8% | -2.2% | -4.3 | -16.9% | 7.3% | 15.5% | 3.7% | -5.1% | -6.5%
Cc1ccc(NC(=O)C(C)OC(=O)c2cc(=O)[nH]c3ccccc23)cc1S(=O)(=O)N1CCOCC1 (centres undefined) | x | -2.8% | -4.7 | 17.8µM* | x | 25.1µM* | x | 89.1µM* | x
O=c1cc(-c2ccccc2)[nH]n1-c1ccc([N+](=O)[O-])cc1 | -0.5% | 4.1% | 8.0 | -12.3% | 21.4% | u | -1.7% | -7.6% | u
COc1ccc(CN=Cc2c(C(=O)O)[nH]c3ccccc23)cc1 | -2.5% | -3.4% | -2.3 | -15.4% | -3.8% | 12.9% | u | -8.6% | -2.6%
COc1ccc(C(=O)NC(C)c2ccncc2)cc1S(=O)(=O)N(C)Cc1ccccc1 (centres undefined) | x | -4.3% | -1.5 | -17.6% | x | 28.4% | 5.3% | -10.2% | x
COc1ccc2nc(C)cc(Nc3ccc(C)cc3)c2c1 | 1.1% | -5.0% | -1.9 | -10.5% | 1.2% | -11.1% | -3.2% | -8.7% | -12.9%
CCOc1ccc(S(=O)(=O)NCCC(=O)N2CC(C)OC(C)C2)cc1 (centres undefined) | x | -4.5% | -7.3 | -10.1% | x | 33.1%[activator] | -1.6% | 1.0% | x
CCC1CCCCN1CCCNC(=O)c1ccc2nc(N3CCCCC3)sc2c1 (centres undefined) | 3.2% | 0.8% | -0.3 | -18.9% | 27.1% | 23.7% | 3.3% | 9.4% | -7.7%
CCOC(=O)C1=CNS(=O)(=O)NC1CCc1ccccc1 (centres undefined) | x | -2.5% | -11.2 | -2.3% | x | u | 6.1% | -4.2% | x
Cn1c(SCc2nnc(-c3ccccc3Br)o2)nc2sc3c(c2c1=O)CCC3 | -9.0% | -2.1% | 0.8 | -13.7% | 5.4% | 32.7% | -1.4% | -5.7% | u
Cc1ccc(S(=O)(=O)NCC2CCC(C(=O)NCCc3ccc(Cl)cc3)CC2)cc1 (centres undefined) | -10.9% | -3.8% | 0.4 | 8.0% | -0.8% | -7.8% | x | -19.1%[60.1 µM] | -10.9%
CCOC(=O)C1CCN(C(=O)COc2ccc3c(c2)OCO3)CC1 | 1.6% | -9.5% | 3.5 | 1.2% | -1.9% | 10.1% | 17.7%[12.4 µM] | -1.7% | -4.5%
COC(=O)c1scc(-c2ccc(C)cc2)c1S(=O)(=O)Nc1cccc(Cl)c1C | -5.1% | -1.7% | -1.8 | -10.4% | u | -5.3% | x | -1.3% | -10.6%
